High-throughput results from PubChem BioAssay.
HSP90 refold inh: blocks HSP90-mediated luciferase refolding in reticulocyte lysate; Rabbit reticulocyte lysate, luciferase refolding luminescence, 3 h; inhibition, % at 5.6 µM; AID 1789; 0.91% of 290,000 active;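 active = inhibition above the screen-wide mean plus 3 SD, computed separately per campaign, cut at about 16% in these data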;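 also: 0% = DMSO wells and 100% = 60 µM geldanamycin wells; inhibitors lower the luminescence because luciferase stays unfolded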
HSF1 inhib: HSF1 inhibition; NIH3T3-HGL HSE-luciferase, MG132-induced, luminescence 8 h; hits give low values; activity change, negative = inhibition, % at 7.5 µM (by protocol); 0.77% of 300,000 active; AID 2098;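 active = more than half of replicate wells show activity change below -50%, luminescence cut by over half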;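 also: luciferase reports HSF-1 transcriptional activity via heat shock element; 0% = median of DMSO wells and -100% = zero luminescence signal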
GSK3B inh: human GSK3beta kinase inhibition. GST-GSK3beta kinase, ADP-Glo luminescence, 60 min; hits give low values. activity score (negative = inhibition), % at 10 µM. 0.038% of 300,000 active;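 active = more than half of replicate wells score below -50%, meaning over 50% inhibition versus plate controls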;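 also: 0% = median DMSO wells and -100% = median GW8510 positive control wells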
Target sequence (P49841 whole entry, looked up): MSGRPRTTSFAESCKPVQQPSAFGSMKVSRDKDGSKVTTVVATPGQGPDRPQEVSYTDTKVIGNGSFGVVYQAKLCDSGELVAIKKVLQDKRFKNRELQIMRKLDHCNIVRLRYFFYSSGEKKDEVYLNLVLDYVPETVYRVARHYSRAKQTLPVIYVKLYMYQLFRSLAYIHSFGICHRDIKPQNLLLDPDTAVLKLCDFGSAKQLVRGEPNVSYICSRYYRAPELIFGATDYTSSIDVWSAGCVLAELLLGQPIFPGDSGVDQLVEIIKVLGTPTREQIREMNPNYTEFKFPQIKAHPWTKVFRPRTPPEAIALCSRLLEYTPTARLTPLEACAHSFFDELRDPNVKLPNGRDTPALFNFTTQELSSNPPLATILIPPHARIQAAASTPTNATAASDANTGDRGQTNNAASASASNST
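Assay system: GST-fused GSK3beta enzyme, cell-free / Medium: Tris pH 7.5 buffer with MgCl2, DTT, BSA, heparin / Also added: peptide substrate plus 25 µM ATP (final) / Compound: 10 µM single point / Timing: kinase reaction with compound 60 min at room temperature / Detection: ADP-Glo luminescence / Benchmarks: DMSO neutral wells and GW8510 at 20 µM as positive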
KLF5 inh: kruppel-like factor 5 inhibition | DLD-1 KLF5 promoter-luciferase reporter, luminescence | inhibition, % at 5 µM | AID 1700 | 0.23% of 290,000 active;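 active = inhibition above a per-plate limit of that plate's mean compound inhibition plus 3 SD, cut at about 60% in these data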;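 also: 0% = DMSO wells and 100% = LY294002 at 200 µM; higher means less KLF5 promoter-driven luciferase light; inactives centre near -14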
IEC-6 tox: counter-screen for KLF5 inhibitors: cytotoxicity in IEC-6 cells; 0.78% of 290,000 active; inhibition, % at 5 µM; IEC-6 cytotoxicity, luminescence viability; in the data active = inhibition above about 22%;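 also: 0% = plate median of test compound wells and 100% = cytotoxic reference compound wells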
HIF activator: HIF pathway transcriptional activation. AID 1910. 0.32% of 300,000 active. U2OS HRE-luciferase reporter, luminescence; normalized: DMSO 0%, desferrioxamine 100%. activation, % at 7.5 µM (by protocol);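 active = mean activation of at least 10% of the iron chelator positive control signal, with at least half of replicates also reaching 10%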
AI-2 QS mod: modulators of Vibrio harveyi AI-2 quorum sensing system | Vibrio harveyi JMH597 AI-2 luminescence/OD600 ratio, 9 h; hits give low values; strain lacks LuxN and CqsS sensors; 0 = neutral-control median | activity change, % at 7.5 µM | 0.4% of 300,000 active; in the data active = activity change below about -75%, passing the limit was not always enough;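 also: luminescence divided by OD600 gain over 9 h not by final OD600 alone; inactives centre near 13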
GSK3A inh: inhibitors of human GSK-3 alpha kinase | P49840 | ADP-Glo luminescence, 60 min | inhibition, % at 10 µM | 0.1% of 320,000 active | AID 2650;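 in the data active = inhibition above about 50%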;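 also: GST-tagged GSK-3 alpha with peptide substrate and 25 µM ATP; 0% = DMSO neutral wells and 100% = GW8510 positive control wells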
Target sequence (P49840 whole entry, looked up): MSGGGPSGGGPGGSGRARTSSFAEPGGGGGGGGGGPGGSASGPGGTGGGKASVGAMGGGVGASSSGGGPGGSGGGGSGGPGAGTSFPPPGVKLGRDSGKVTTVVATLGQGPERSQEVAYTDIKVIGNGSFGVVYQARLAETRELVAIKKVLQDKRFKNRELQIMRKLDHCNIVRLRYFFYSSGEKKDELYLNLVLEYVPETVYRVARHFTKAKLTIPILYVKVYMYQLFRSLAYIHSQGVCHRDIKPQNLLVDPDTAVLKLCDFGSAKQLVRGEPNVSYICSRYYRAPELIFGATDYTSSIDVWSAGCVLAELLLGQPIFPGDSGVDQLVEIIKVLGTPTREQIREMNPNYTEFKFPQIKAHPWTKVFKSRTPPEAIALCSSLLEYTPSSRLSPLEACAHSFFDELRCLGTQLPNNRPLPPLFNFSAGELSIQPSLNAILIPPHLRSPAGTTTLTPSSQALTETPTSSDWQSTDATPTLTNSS
aSyn UTR inh: 5' untranslated region of α-synuclein, MLPCN primary screen; alpha-synuclein 5'UTR reporter, inhibitor activity; inhibition, % (tested at 7.5 µM); 0.82% of 300,000 active; AID 1813; in the data active = inhibition above about 60%;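 also: H4 neuroglioblastoma cells stably carrying SNCA 5'UTR luciferase fusion; 0% = DMSO wells and 100% = positive control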
HSF-1 act: increases HSF-1 driven luciferase reporter signal | NIH3T3-HGL HSF-1 luciferase reporter, MG132, 8 h; 100% = twice DMSO control signal | activation, % at 9 µM | 1.7% of 300,000 active;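 active = mean replicate activation of at least 50% with a set share of replicates each reaching 50%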;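 also: 0% = median of the neutral control wells and 100% = twice that signal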
Numbers without * were called inactive; x = not tested or not shown.

smiles	HSP90 refold inh	HSF1 inhib	GSK3B inh	KLF5 inh	IEC-6 tox	HIF activator	AI-2 QS mod	GSK3A inh	aSyn UTR inh	HSF-1 act
NC(=O)c1ccc(NC(=O)COC(=O)/C=C/c2ccc3c(c2)OCO3)cc1	11	-1	2	14	12	-0.1	-3	1	-37	3
CCCCN(C)CCCN1C(=O)C2C(C(=O)Nc3cccc(OC)c3)C3C=CC2(O3)C1C(=O)NC1CCCCC1C (stereo unspecified)	-1	-4	-2	5	3	-0.4	27	0	10	10
COc1cc(C(=S)N2CCOCC2)ccc1OC(=O)c1ccc(Br)cc1	1	-5	2	-30	-7	-0.5	-6	-2	-1	5
C/C=C/c1ccc(OCC(=O)OCC(=O)Nc2c(C)nn(-c3ccccc3)c2C)c(OC)c1	x	-5	0	x	x	0.2	13	-2	3	-3
CNC(=O)c1cc(S(=O)(=O)Nc2ccc3c(c2)OCO3)ccc1C	-3	-6	-6	-6	-1	-0.1	16	-2	1	8
O=C(NC1CCCC1)c1cc(Cl)ccc1[N+](=O)[O-]	-5	-9	1	22	10	-0.1	13	-2	4	-1
c1ccc(C2=Nc3ccccc3OC2)cc1	6	6	-2	-32	-5	-14	19	0	-20	28
CCOC(=O)CN(C(=O)CSc1nnc(CNc2ccc(C)cc2C)n1CC)c1ccccc1	2	11	1	-15	1	-0.5	0	0	-1	16
COc1ccc2c(c1)c(C(=O)O)c(C)n2CCc1ccc(OC)c(OC)c1	1	0	2	-29	3	-0.2	-5	-5	15	16
O=C(CCc1nc2ccccc2c(=O)[nH]1)N1CCN(S(=O)(=O)c2cccc([N+](=O)[O-])c2)CC1	x	1	0	x	x	0.6	5	-4	1	13
O=S(=O)(NCCSCc1ccc(Cl)cc1Cl)c1ccc2c(c1)OCCO2	1	2	0	-1	-3	0.5	3	1	-12	16
Cn1c(=O)c2c(ncn2Cc2ccccc2)n(C)c1=O	1	-3	4	-22	-3	-0.3	7	x	-26	-13

Remaining list, next part:
smiles	HSP90 refold inh	HSF1 inhib	GSK3B inh	KLF5 inh	IEC-6 tox	HIF activator	AI-2 QS mod	GSK3A inh	aSyn UTR inh	HSF-1 act
COc1ccccc1C(=O)OCc1c(F)cccc1Cl	-3	1	2	-24	-5	-2.9	29	-1	13	5
O=c1c(Cl)c(N2CCN(c3ccc(F)cc3)CC2)cnn1C12CC3CC(CC(C3)C1)C2	-3	3	1	10	9	0.2	38	1	4	5
Cc1ccc(NC(=O)CSc2nnc(/N=C/N(C)C)s2)cc1	2	-12	-1	-10	0	-0.2	38	-2	5	0
O=C(CSc1nc2ccsc2c(=O)n1NC(=O)c1ccccc1)Nc1nccs1	0	6	1	-21	-5	1.9	16	-1	-82	9
CC(=O)c1cc2c(cc1NC(=O)CSc1nc3ccccc3o1)OCO2	13	51	-1	-25	1	1.4	6	-2	-154	86*
CCOc1cc(NC(=S)NCCCN2CCOCC2)c(OCC)cc1NC(=O)c1ccccc1C	0	-4	1	-9	-5	-0.4	1	4	-21	-7
Cc1nn(C)cc1S(=O)(=O)Nc1ncccn1	0	-3	1	-25	-3	0.0	22	-1	-3	10
CCOc1cccc(NC(=O)c2ccc(S(=O)(=O)N3CCCC3)cc2)c1	x	-7	0	x	x	-0.8	18	-3	-33	12
O=C(COC(=O)c1ccc(Cl)c(S(=O)(=O)N2CCOCC2)c1)NCc1ccco1	x	4	0	x	x	1.0	23	-5	6	18
COc1cc(OC)cc(C(=O)Nc2ccc3c(c2)n(C)c(=O)n3C)c1	3	8	2	-24	6	2.1	8	3	-21	-5
CCCCn1c(N)c(N(CCOC)C(=O)c2cccc(S(=O)(=O)N(C)c3ccc(C)cc3)c2)c(=O)[nH]c1=O	x	4	3	x	x	0.5	14	-3	7	-2
COc1ccc(S(=O)(=O)N2N=C(C)Oc3ccccc3C2=O)cc1	4	-11	2	55	68*	-0.1	-6	2	3	11

Carrying on.
smiles	HSP90 refold inh	HSF1 inhib	GSK3B inh	KLF5 inh	IEC-6 tox	HIF activator	AI-2 QS mod	GSK3A inh	aSyn UTR inh	HSF-1 act
CCN(CC)C(=O)C1CCCN(c2ccccc2[N+](=O)[O-])C1 (stereo unspecified)	-2	-7	2	-23	-1	0.3	9	0	2	-6
CC(NC(=O)Cn1cnnn1)c1cccc(C(F)(F)F)c1 (stereo unspecified)	-3	3	2	-13	-2	-0.3	17	-2	-10	16
O=C(Cn1cc(F)c(=O)[nH]c1=O)NCCO	-1	-5	1	-13	-5	0.0	-12	1	17	22
O=C(NCC1CCCO1)C1CCN(S(=O)(=O)N2CCCC2)CC1 (stereo unspecified)	-1	-2	1	-39	-6	-0.7	4	-1	-11	1
CC(=O)Nc1ccc(S(=O)(=O)NCCC(=O)OCc2nc(N)nc(Nc3ccccc3C)n2)cc1	x	1	0	x	x	-0.2	10	-1	-1	-6
CC1(C)Cc2c(sc(NC(=O)c3ccc4c(c3)OCCO4)c2C(N)=O)C(C)(C)N1	-2	-8	0	-15	-2	0.0	13	2	-10	-7
Cc1nc(-c2ccccc2)sc1-c1nc(-c2ccncc2)ncc1S(=O)(=O)c1ccccc1	2	3	1	-21	10	0.8	13	-2	-21	5
CCOC(=O)c1ccc(NC(=O)c2nc(SC)ncc2Cl)cc1	1	1	1	-18	-5	-0.3	1	1	-5	7
COc1ccc(CCNC(=O)c2ccc(CNc3nc(=S)[nH]c4ccccc34)cc2)cc1OC	-1	6	3	-4	4	-0.4	16	-4	-2	-1
COc1ccc(NC(=O)CSc2nncs2)cc1OC	5	4	4	-8	0	0.6	11	-3	1	2
Cc1nnc(NC(=O)CSc2ccc([N+](=O)[O-])cn2)s1	4	5	0	8	-4	-0.3	25	1	-12	18
COc1ccc(C(=O)NCC(C)(C)CNC(=O)c2ccc(OC)cc2)cc1	x	-5	1	x	x	0.2	14	0	30	1

Other structures follow.
smiles	HSP90 refold inh	HSF1 inhib	GSK3B inh	KLF5 inh	IEC-6 tox	HIF activator	AI-2 QS mod	GSK3A inh	aSyn UTR inh	HSF-1 act
Cc1nonc1NC(=O)CSc1nnc(-c2ccoc2C)n1CC(C)C	1	0	4	13	-4	-0.5	34	-1	17	6
CC(=O)c1cccc(OCC(O)CNCCc2ccc(Cl)cc2)c1 (stereo unspecified)	1	8	0	-20	-1	0.1	8	-3	-13	15
COc1ccc([C@H]2/C=C\CN(Cc3ccc(N(C)C)cc3)[C@@H](C)C(=O)N2Cc2ccc(F)cc2)cc1	x	3	0	x	x	1.4	57	0	-11	x
COc1cc(NC(=O)CSc2nc(C)c(C)c(C)n2)c(C)cc1[N+](=O)[O-]	5	8	8	-24	1	1.1	19	-1	-4	6
O=C(C1CCC(CNS(=O)(=O)c2cccc3nsnc23)CC1)N1CC=C(c2ccccc2)CC1 (stereo unspecified)	1	-1	-3	-5	-2	-0.4	6	-3	8	9
CCC(=O)Nc1cccc(NC(=S)NC(=O)c2ccccc2Cl)c1	-2	13	2	-45	4	1.8	1	1	-82	6
CC1CCCCN1CCCNc1c(C=O)c(=O)[nH]c2ccccc12 (stereo unspecified)	-3	-5	-16	-40	1	-1.1	-3	-1	17	1
CC1Cc2ccccc2N1C(=O)CCn1c(=O)sc2ccccc21 (stereo unspecified)	x	12	1	x	x	1.0	25	10	-45	9
CCCCc1ncc(CN2CCC(n3nccc3NC(=O)C(OC)c3ccccc3)CC2)[nH]1 (stereo unspecified)	-3	-2	-1	-21	-4	-0.2	18	0	-8	15
Cc1nc(N2CCN(Cc3ccc4c(c3)OCO4)CC2)c2cc(-c3ccccc3)sc2n1	0	16	1	-1	0	-0.2	13	-1	-21	10
CSCCC1NC(=O)N(CC(=O)Nc2c(C(C)C)cccc2C(C)C)C1=O (stereo unspecified)	-4	-5	1	10	-8	-0.8	-4	-1	13	2
Cc1c(-n2c(SC(C)C(=O)NC(N)=O)nc3ccccc3c2=O)c(=O)n(-c2ccccc2)n1C (stereo unspecified)	-2	-1	-3	-21	-1	-0.3	3	-4	9	-13

Other records
smiles	HSP90 refold inh	HSF1 inhib	GSK3B inh	KLF5 inh	IEC-6 tox	HIF activator	AI-2 QS mod	GSK3A inh	aSyn UTR inh	HSF-1 act
O=C(Cc1cccs1)Nc1nc2ccccc2s1	-5	45	1	-130	9	1.6	13	x	-82	66*
O=C(Cn1c(=O)oc2cc(S(=O)(=O)N3CCCC3)ccc21)N1CCN(c2ccccn2)CC1	-2	-1	-1	6	4	-0.3	5	-2	10	8
Cc1cccc(-c2nc(CS(=O)CC(=O)NC3CCCCC3)c(C)o2)c1 (stereo unspecified)	1	8	1	-17	-1	0.1	13	-2	7	-1
c1ccc(-c2ccc3c(c2)NC(C2Nc4cc(-c5ccccc5)ccc4O2)O3)cc1 (stereo unspecified)	52*	8	1	-17	2	0.5	4	1	-2	6
Cc1nc2cccc(C(=O)NCc3ccccc3)c2o1	-4	0	1	4	-4	0.8	6	-1	-6	-2
CCCc1nnc(NC(=O)CCC(=O)N2CCN(S(=O)(=O)c3ccc(OC)cc3)CC2)s1	0	1	0	0	0	-0.4	20	-2	-20	-1
Cc1cccc(NC(=O)CSCC(=O)Nc2ccccc2C(=O)NC2CC2)c1	x	-2	1	x	x	1.6	-2	-1	5	0
COc1ccc(Cl)cc1C(=O)NNC(=S)NC(=O)/C=C/c1ccco1	-4	-7	3	-35	-5	-0.3	33	2	-9	-4
Cc1nnc(NC(=O)C2CCN(c3nnnn3-c3ccccc3)CC2)s1	0	-6	2	7	0	-0.2	29	-1	2	-3
O=C(CN1C(=O)S/C(=C\C=C\c2ccccc2)C1=O)Nc1ccccc1C(=O)O	5	0	6	-24	-6	0.2	24	x	16	15
On1nnc2ccc3ccccc3c21	3	1	4	12	-4	-0.4	49	-6	18	-14
CCOCCCNC(=O)C(NC(=O)C1CCC(=O)N1)c1ccc(C)cc1 (stereo unspecified)	9	2	0	0	1	-8.5	26	-1	11	5

Further results follow:
smiles	HSP90 refold inh	HSF1 inhib	GSK3B inh	KLF5 inh	IEC-6 tox	HIF activator	AI-2 QS mod	GSK3A inh	aSyn UTR inh	HSF-1 act
COc1ccc(-n2ccnc2)cc1	2	-9	3	-10	2	0.0	9	-1	9	-13
CN(Cc1cnn(C)c1)C(=O)c1cc(COc2c(F)cccc2F)on1	0	x	2	-16	-3	0.3	10	-6	-10	x
Cc1ccc(S(=O)(=O)Nc2cccc(-c3ccc(N4CCCCCC4)nn3)c2)cc1	4	-7	1	-107	-11	1.7	36	-1	-125	-4
Cc1cc(C(F)F)n2ncc(C(=O)N3CCCCC3)c2n1	1	-2	0	-16	3	0.6	23	-1	0	-6
O=c1onc(-c2cccs2)n1Cc1ccccc1	4	-10	-6	14	-3	-0.1	4	0	7	-10
Cc1ccc(CNc2c(C=O)c(=O)[nH]c3ccccc23)cc1	2	17	0	-44	4	-0.5	15	1	5	63*
Cc1cc(NC(=O)CN2CCOCC2)n(-c2nc3ccccc3s2)n1	5	-6	0	-14	5	0.3	-1	-3	-13	-4
CN(C)c1ccc(NC(=O)c2cnsn2)cc1	26*	-4	0	-3	0	2.6	20	-8	-18	22
COc1ccc(Cc2nnc(NS(C)(=O)=O)s2)cc1	0	4	1	26	6	-0.4	11	-4	3	-8
CCn1nc(C)cc1Nc1ccccc1	0	-1	2	-11	-1	-0.2	22	-2	-10	12

Rows are unselected; overall some 4.7% were active at least once.
